High-throughput results from PubChem.
CRFR2-BP ag: CRF-BP/CRF-R2 complex agonism | activation, % at 13.2 µM | actives 0.46% (n = 350,000) | HEK293 CRF-R2/CRF-BP, calcium dye fluorescence (FLIPR); percent of saturating CRF peptide response;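 active = activation of at least 50%, plus an integration ratio under a set limit after plate pattern correction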;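 note: plate controls were neutral control wells without compound for no effect and CRF at EC100 for full effect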
MEKK3 PB1 HTS: raises or lowers MEK5 binding to the human MEKK3 PB1 domain; bead-based flow cytometry, Alexa488-MEK5 binding to MEKK3; actives lie on both sides; 0 = blocked by unlabeled MEK5, 100 = vehicle; AID 1529; binding response (% of control), % at 10 µM; Q99759; actives 1.4% (n = 290,000);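 active = binding response more than 3 SD above or below the average of its plate-row segment, actives on both sides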;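 note: Alexa488 bead fluorescence after subtracting the streptavidin-only scavenger bead signal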
IDE inh: cellular human IDE inhibition; inhibition, % at 5.59 µM; actives 0.41% (n = 320,000); P14735; HEK cells, FAbetaB cleavage, fluorescence polarization;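 active = percent inhibition above the average of all tested compounds plus 3 SD, set per screening campaign, cut at about 16% in these data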;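 note: IDE supplied by intact live HEK cells; FP after avidin binding of uncleaved biotin substrate so inhibition keeps polarization high; 0% = DMSO wells and 100% = 60 µM reference IDE inhibitor Ii1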
CRFR2-BP antag: CRF-BP/CRF-R2 complex antagonism | HEK293 CRF-R2/CRF-BP, CRF-induced calcium fluorescence | inhibition, % at 11.8 µM | actives 0.59% (n = 350,000) | AID 588475;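 active = inhibition of the ligand-induced calcium signal above about 50% at the single tested concentration, limit read from the data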
PHOSPHO1 inh: inhibitors of human PHOSPHO1 phosphatase; Q8TCT1; recombinant PHOSPHO1, absorbance phosphatase assay; inhibition, % at 13.3 µM; actives 1.1% (n = 290,000); AID 1565; in the data active = inhibition above about 60%
pCIP destab: p/CIP protein destabilization; AID 1984; Q05BA5; decrease of EGFP signal, % at 10 µM; F442A p/CIP-EGFP cells, EGFP fluorescence, 16 h; actives 0.01% (n = 290,000);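 active = EGFP signal decrease of at least 30% at 10 µM or well 3 SD below plate mean, unless failing retest; inactive = the rest, including hits failing retest or dose response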; note: some compounds called inactive have numbers as strong as hits; many of its hits are not listed in these tables
Target sequence (Q05BA5 1-1403): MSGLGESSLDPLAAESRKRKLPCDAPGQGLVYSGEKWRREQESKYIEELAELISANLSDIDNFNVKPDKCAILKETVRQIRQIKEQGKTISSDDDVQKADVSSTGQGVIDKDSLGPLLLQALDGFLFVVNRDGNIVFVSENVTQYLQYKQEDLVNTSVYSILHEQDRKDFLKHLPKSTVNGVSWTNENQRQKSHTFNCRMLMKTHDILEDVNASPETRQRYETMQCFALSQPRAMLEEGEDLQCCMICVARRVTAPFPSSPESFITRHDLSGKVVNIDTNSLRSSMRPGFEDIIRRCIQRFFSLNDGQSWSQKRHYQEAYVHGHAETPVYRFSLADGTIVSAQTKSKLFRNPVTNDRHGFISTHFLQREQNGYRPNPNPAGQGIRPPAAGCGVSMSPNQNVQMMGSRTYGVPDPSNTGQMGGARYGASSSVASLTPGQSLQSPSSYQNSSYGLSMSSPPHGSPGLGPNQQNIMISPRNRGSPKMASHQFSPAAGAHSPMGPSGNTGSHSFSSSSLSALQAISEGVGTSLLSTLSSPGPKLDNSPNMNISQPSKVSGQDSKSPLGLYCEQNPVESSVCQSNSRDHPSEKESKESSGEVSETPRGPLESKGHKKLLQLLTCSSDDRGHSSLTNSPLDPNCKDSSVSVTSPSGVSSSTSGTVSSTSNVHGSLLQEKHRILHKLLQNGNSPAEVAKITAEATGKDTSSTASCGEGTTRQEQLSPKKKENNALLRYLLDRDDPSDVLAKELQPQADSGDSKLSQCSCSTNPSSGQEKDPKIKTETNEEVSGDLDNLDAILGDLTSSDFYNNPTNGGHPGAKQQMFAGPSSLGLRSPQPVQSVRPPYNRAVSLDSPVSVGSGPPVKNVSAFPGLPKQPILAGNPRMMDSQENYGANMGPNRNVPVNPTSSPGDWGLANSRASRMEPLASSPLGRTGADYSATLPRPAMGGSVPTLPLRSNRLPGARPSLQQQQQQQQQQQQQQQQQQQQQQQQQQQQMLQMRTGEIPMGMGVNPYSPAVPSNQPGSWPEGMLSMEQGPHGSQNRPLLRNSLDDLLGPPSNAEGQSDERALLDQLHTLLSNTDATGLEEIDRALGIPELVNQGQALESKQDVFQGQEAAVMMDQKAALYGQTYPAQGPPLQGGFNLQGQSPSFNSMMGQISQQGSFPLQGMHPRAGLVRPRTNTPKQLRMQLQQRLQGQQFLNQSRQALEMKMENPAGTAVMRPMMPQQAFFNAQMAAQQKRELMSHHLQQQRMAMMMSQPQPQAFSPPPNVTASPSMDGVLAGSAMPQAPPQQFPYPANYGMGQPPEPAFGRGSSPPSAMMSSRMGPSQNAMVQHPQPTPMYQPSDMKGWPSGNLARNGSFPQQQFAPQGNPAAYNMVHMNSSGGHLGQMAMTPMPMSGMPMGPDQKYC
M4 PAM: potentiates acetylcholine response at human M4 receptor; AID 624126; actives 0.4% (n = 360,000); activation, % at 3 µM; P08173; CHO-K1 hM4/Gqi5, Fluo-8 calcium fluorescence, ACh EC20; 0% = ACh EC20, 100% = maximal ACh;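 active = activation above its plate's cutoff, the mean activation of sample wells plus 3 SD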; note: some results filed as inactive read as strong as hits
IDE act: activators of human insulin-degrading enzyme in cells; actives 0.073% (n = 340,000); HEK cells, FAbeta-B cleavage, fluorescence polarization; 0% vehicle, 100% cell-free pure enzyme wells; AID 493087; activation, % at 5.96 µM; P14735;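 active = activation above the mean of all tested compounds plus 3 SD, set per screening campaign, cut at about 17% in these data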
GalR3 antag: blocks the human galanin receptor 3. inhibition, % at 3 µM. actives 0.44% (n = 360,000). O60755. HEK293 GalR3-CNG cAMP membrane potential fluorescence; galR3 body fused to GalR1 C-terminus. AID 651719;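 active = inhibition above the screen-wide average plus 3 SD, cut at about 13% in these data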;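 note: forskolin and galanin both at EC90 stimulate the cells; cAMP rise reported by CNG channel membrane potential dye signal; 0% = forskolin plus galanin with DMSO and 100% = forskolin alone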
The depositor's hits bear a star; / = no result given.

SMILES	CRFR2-BP ag	MEKK3 PB1 HTS	IDE inh	CRFR2-BP antag	PHOSPHO1 inh	pCIP destab	M4 PAM	IDE act	GalR3 antag
O=C(O)C1CSC2(c3ccc(F)cc3)CCC(=O)N12 (stereo unspecified)	-0.9	96	-3	-7	13	10	1	6	5
Cc1ccc(Nc2c(-c3ccc(N4CCOCC4)cc3)nc3ncccn23)cc1	0.7	104	4	-6	-11	-16	1	7	0
CCOc1cc(/C=C2/NC(=O)NC2=O)cc(Br)c1OCc1ccc(C(=O)O)cc1	-1.2	103	1	-10	86*	6	-2	3	-3
O=C(CCS(=O)(=O)c1cccs1)Nc1ccc(C(=O)NC2CCCC2)cc1	0.7	98	4	35	48	-14	2	9	-2
Cc1ccc(NC(=O)c2ccc3c(SCC(=O)O)c4c(nc3c2)CCCC4)c(Br)c1	0.9	100	0	3	32	-9	2	-4	0
COc1ccc(-n2c(C)cc(/C=C3\C(=N)N4N=C(CC(=O)N5CCOCC5)SC4=NC3=O)c2C)c(OC)c1	0.5	102	-3	-5	20	3	-5	0	-1
Cc1ccc(C)c(N2CCN(C(=O)Cn3ncn4cccc4c3=O)CC2)c1	-2.5	98	2	-14	-145	-3	-1	4	/
COc1cccc(/C=C2\SC(=S)N(CCC(=O)NNC(=O)c3ccccc3OC)C2=O)c1	0.6	100	0	-8	30	-16	3	-1	-7
COC1=CC(=O)CC(C)C12Oc1c(Cl)c(OC)cc(OC)c1C2=O (stereo unspecified)	-0.3	86	7	-12	-1	-7	0	0	0
Cc1ccc(S(=O)(=O)Nc2cc(-c3nn(C)c(=O)c4ccccc34)ccc2N2CCOCC2)cc1	-1.7	108	1	4	-1	-10	1	-2	-5
Cc1ccc(NS(=O)(=O)c2ccc(C(=O)NCCCN3CCCC3=O)cc2)cc1C	4.9	/	0	-1	/	/	-8	2	2
O=C(NC(=S)NNC(=O)c1ccccc1O)c1ccc([N+](=O)[O-])cc1	50*	107	-2	18	14	2	0	0	-6
CCOC(=O)N1CCN(S(=O)(=O)c2cc(C)c(C)cc2C)CC1	0.1	98	13	-13	-2	-6	2	-6	-4
COc1ccccc1NC(=O)c1c(C)cc(=O)oc1C	1.3	105	7	5	1	3	7	-6	-9
CCN(c1ccccc1)c1cc(C)nc2nc(C)nn12	-2.5	66	0	5	-10	-12	6	6	-2
O=C(CN(c1ccccc1)S(=O)(=O)c1ccccc1)N1CCOCC1	-1.3	109	2	-4	19	-11	-4	-1	-1
O=C(CSc1ccc2c(c1)OCCO2)Nc1cccc(S(=O)(=O)N2CCCCC2)c1	2.6	113	1	11	-7	5	10	5	-11
O=C(Nc1cccc(Cl)c1)C1C2CCC3C(CCC21)C3(Cl)Cl (stereo unspecified)	-0.2	131	-1	-29	-9	6	-14	6	-6
COc1cc(CC(=O)Nc2ccc(S(=O)(=O)N(C)C)cc2)cc(OC)c1OC	3.3	99	-2	17	39	-5	6	-9	-6
O=C(Nc1cccnc1)c1ccc2c(c1)C(=O)N(CC1CCCO1)C2=O (stereo unspecified)	1.7	83	4	19	51	-1	6	-1	-4
CN(C)C(=S)SCC(=O)Nc1ccc(Cl)cc1Cl	1.0	97	0	3	-14	0	-7	2	-1
CN(C)c1ccc(C2/C(=C(/O)c3ccc(Br)cc3)C(=O)C(=O)N2C)cc1 (stereo unspecified)	3.1	107	3	-7	27	-6	5	1	-11
COc1ccc(Nc2nc(C)c(-c3ccccc3)s2)cc1	1.1	106	-10	-62	4	15	14	-1	-2
Cc1ccc(-c2ccc3nnc(SCC(N)=O)n3n2)cc1	-3.1	97	-4	4	29	-7	4	-6	-4
Cc1ccc(-n2c(C)cc(C(=O)NS(=O)(=O)c3ccc(C)cc3)c2C)cc1	-1.4	100	-4	7	1	-2	-2	-4	-1
CNc1nc(Sc2ccccc2)cc(C(F)(F)F)n1	0.8	105	-1	-22	8	-18	17	3	-4
O=C(Cn1cc(/C=N/NC(=O)c2ccccc2Br)c2ccccc21)Nc1ccc(F)cc1	-1.0	101	-4	-8	-5	1	-6	-3	-6
CC(=O)NCC(=O)OCC(=O)Nc1ccc(C(C)=O)cc1	-1.5	/	2	3	-11	-8	-2	-4	-2
CN(C)S(=O)(=O)c1cccc(NC(=S)N(CCC#N)Cc2cccnc2)c1	-1.7	100	-1	-10	13	-11	1	7	-4
CCN(Cc1nc2cc(Cl)ccc2c(=O)[nH]1)C(=O)COc1ccccc1Cc1ccccc1	-0.1	/	-1	5	/	/	4	7	-4
CCOC(=O)c1ccc(N2CCOCC2)c(NC(=O)COCC(=O)O)c1	-1.2	100	0	2	25	-7	-2	4	0
CN(CC(=O)NCC1CCCCC1)CC(=O)Nc1ccc(F)cc1	-1.3	/	-2	3	/	/	-3	1	-2
CC(=O)c1cccc(NC(=O)N2CCC(c3ccc(C)cc3)C2)c1 (stereo unspecified)	-1.4	106	1	17	-7	10	-5	2	-2
CC(NS(=O)(=O)c1ccc(Cl)c(Cl)c1)C(=O)Nc1cccnc1 (stereo unspecified)	0.1	/	-1	-3	/	/	0	4	-7
Cc1ccc([C@H]2C[C@H](n3cc(C4CC4)nn3)[C@@H](O)CN2Cc2cccs2)cc1	3.5	/	/	10	/	/	5	/	-7
O=C(Cn1c(=O)c2c(ncn2Cc2ccccc2)n(Cc2ccccc2)c1=O)N1CCc2ccccc21	4.8	101	-1	-16	-24	-13	-2	-8	-4
OCCCNC(=S)Nc1ccc2nc(-c3ccccn3)c(-c3ccccn3)nc2c1	5.9	105	3	3	-67	6	-2	0	0
COc1ccccc1C(=O)NCCC(=O)N1CCCC(C(F)(F)F)C1 (stereo unspecified)	-2.3	100	-3	4	20	-9	-2	3	0
C=CCn1c(O)c(C2=c3ccccc3=NC2=O)s/c1=N/c1nccs1	-1.6	/	-2	22	-5	1	-6	5	1
CCOc1ccc(C(=O)N2CCN(c3cccc(C)c3C)CC2)cc1	-1.5	98	7	-11	2	2	0	-2	-3
Cc1ccc(CNC(=O)C2CCC(=O)N(Cc3cccc(C(F)(F)F)c3)C2)o1 (stereo unspecified)	1.7	96	4	-3	4	-6	0	4	-2
Cc1ccc(S(C)(=O)=O)cc1C(=O)NC(C)C1CC2CCC1C2 (stereo unspecified)	0.1	103	1	18	42	7	1	2	-8
O=C1c2ccccc2C(=O)N1Cc1nc(-c2ccncc2)no1	-0.9	98	-1	3	-5	0	-3	9	-5
CCOc1ccc(NC(=O)CN2CCN(CC(=O)Nc3cccc(F)c3)CC2)cc1	-0.6	102	4	4	-5	1	-1	3	-1
Nc1nc(CCl)nc(Nc2cccc3ccccc23)n1	-0.6	105	-10	0	29	-7	-3	/	-1
CCN(CC(=O)Nc1ccc2c(c1)OCCO2)C(=O)/C=C/c1ccc(OC)cc1OC	-4.0	102	-1	3	62*	3	0	5	-2
Cc1ccc(SCCC(=O)N/N=C/c2ccccc2O)cc1	0.1	100	-5	-11	-7	-7	2	1	-3
O=C(CS(=O)(=O)c1cccc(Cl)c1)Nc1ccccc1Cl	-4.1	98	1	8	24	-1	6	2	-4
CS(=O)(=O)c1ccc2nc(NC(=O)CS(=O)(=O)Cc3ccccc3)sc2c1	0.0	105	-2	11	42	2	7	6	-6
Cc1ccc(NC(=O)CSc2nc(=O)cc(N)n2CCc2ccccc2)cc1	0.8	105	4	-24	-2	13	-4	-3	-4
Cc1ccc(SCc2cc(=O)[nH]c(Nc3nc(C)c4cccc(C)c4n3)n2)cc1	1.4	94	-4	1	7	-4	-8	-3	2
CCOC(=O)N/N=C\c1ccccc1OC/C=C/c1ccccc1	2.2	102	/	-13	23	-3	-3	0	-3
CC12CCC(C(=O)NCc3ccccn3)(OC1=O)C2(C)C (stereo unspecified)	-1.2	85	7	11	-18	-1	2	1	-4
COc1ccc(C(=O)Nc2cc3c4c(c2)CC(=O)N4CCC3)c(OC)c1	-1.4	/	7	0	/	/	0	-2	/
COC(=O)[C@]1(Cc2ccccc2)N[C@H](CN(C)C(=O)C2CCCCC2)[C@@H]2C(=O)N(Cc3ccccc3)C(=O)[C@@H]21	-1.6	/	0	-9	/	/	-5	-1	-10
CC(C)(C)c1ccc(S(=O)(=O)N2CCC(c3nc4ccc(Cl)cc4[nH]3)CC2)cc1	-1.6	113	8	38	-2	-10	1	-4	0
Nc1cc(=O)[nH]c(SCc2ccccc2)n1	0.1	/	/	-7	/	/	3	/	-1
S=C(Nc1ccccc1)N1CCOCC1	-1.5	103	3	-7	-27	-4	-3	3	1
CCC(C)(C)NC(=O)c1ccc(S(=O)(=O)N(C)c2ccccc2OC)cc1	-0.9	104	0	-4	-17	-1	-6	4	1
COc1ccc(OC)c(S(=O)(=O)Nc2cc(C(=O)O)ccc2N2CC3CC(C2)c2cccc(=O)n2C3)c1 (stereo unspecified)	-1.6	96	6	3	-16	-6	-6	6	-2

Going on with the list.
SMILES	CRFR2-BP ag	MEKK3 PB1 HTS	IDE inh	CRFR2-BP antag	PHOSPHO1 inh	pCIP destab	M4 PAM	IDE act	GalR3 antag
O=C(Nc1cccc(S(=O)(=O)N2CCCCC2)c1)C1COc2ccccc2O1 (stereo unspecified)	-0.9	/	1	-14	/	/	-9	3	0
O=C(NC1CCCC1)C(c1cccnc1)N(C(=O)c1csnn1)c1ccc(F)cc1 (stereo unspecified)	3.3	102	7	-13	22	-26	5	-6	-7
CCCCC(=O)Nc1ccccc1CC	-1.6	91	3	12	37	4	4	4	-1
COc1ccc(N2CSC3=C(C#N)C(c4cccs4)CC(=O)N3C2)cc1 (stereo unspecified)	-0.5	103	7	7	89*	0	-1	4	-5
Cc1nn(CC(=O)Nc2ccc(Cl)cn2)c(C)c1[N+](=O)[O-]	-1.1	106	-7	2	-2	1	-5	5	4
COc1ccc(CC(=O)N2CCNC2=O)cc1	1.2	98	1	-2	1	6	-7	2	-4
Cc1cccc(C)c1OCC(=O)NCc1nnc(SCC(=O)NC2CCCCC2)n1C	-0.9	98	3	7	7	0	4	-2	-3
Cc1ccc(OCC(=O)NCCCNC(=O)c2ccco2)cc1C	0.0	99	4	5	16	-2	-7	3	-2
CCN(C(=O)COC(=O)c1cc(-c2cccc3ccccc23)nc2ccccc12)C1CCS(=O)(=O)C1 (stereo unspecified)	22	105	8	-29	-1	-14	-5	9	-3
COc1ccc(/C=N\NC(=O)c2ccccc2F)cc1COc1ccc(F)cc1F	0.7	102	-5	16	19	5	5	-2	-12
CC(=O)c1c(C)[nH]c(C(=O)OCC(=O)Nc2ccc3c(c2)OCCO3)c1C	-1.2	/	1	3	/	/	-3	0	3
CN(Cc1ccccc1)C(=O)c1ccc([N+](=O)[O-])o1	-6.2	102	6	14	-12	-6	-3	4	-3

Of the compounds above, 3 have a furan ring, fused or not.
SMILES	CRFR2-BP ag	MEKK3 PB1 HTS	IDE inh	CRFR2-BP antag	PHOSPHO1 inh	pCIP destab	M4 PAM	IDE act	GalR3 antag
Cc1ccc(CNC(=O)C2CCC(=O)N(Cc3cccc(C(F)(F)F)c3)C2)o1 (stereo unspecified)	1.7	96	4	-3	4	-6	0	4	-2
Cc1ccc(OCC(=O)NCCCNC(=O)c2ccco2)cc1C	0.0	99	4	5	16	-2	-7	3	-2
CN(Cc1ccccc1)C(=O)c1ccc([N+](=O)[O-])o1	-6.2	102	6	14	-12	-6	-3	4	-3

Quoted at random: 2 entries already listed, in no set order.
SMILES	CRFR2-BP ag	MEKK3 PB1 HTS	IDE inh	CRFR2-BP antag	PHOSPHO1 inh	pCIP destab	M4 PAM	IDE act	GalR3 antag
Cc1ccc(NS(=O)(=O)c2ccc(C(=O)NCCCN3CCCC3=O)cc2)cc1C	4.9	/	0	-1	/	/	-8	2	2
CCN(C(=O)COC(=O)c1cc(-c2cccc3ccccc23)nc2ccccc12)C1CCS(=O)(=O)C1 (stereo unspecified)	22	105	8	-29	-1	-14	-5	9	-3
